Assay outcomes: PubChem, NCI
Growth percent in the NCI-60 one-dose screen (48 h, 10 µM unless noted): 100 = growth as untreated, 0 = no growth, -100 = all killed.
OVCAR-4: OVCAR-4 ovarian cancer cells; AID 1794784; actives 3.7% (n = 80,000)
OVCAR-5: OVCAR-5 ovarian cancer. actives 2.9% (n = 82,000). AID 1794783
NCI/ADR-RES: NCI/ADR-RES ovarian cells; actives 4.4% (n = 81,000)
OVCAR-3: OVCAR-3 ovarian cancer | AID 1794787 | actives 7% (n = 79,000)
NCI-H23: NCI-H23 lung cancer | actives 4% (n = 80,000) | AID 1794731
SN12C: SN12C renal cancer cells; actives 3.8% (n = 81,000)
NCI-H226: NCI-H226 lung cancer; actives 3.5% (n = 79,000); AID 1794732
IGROV1: IGROV1 ovarian cancer | actives 4.7% (n = 79,000) | AID 1794786
SK-OV-3: SK-OV-3 ovarian cancer cells. actives 3.2% (n = 80,000)
The depositor's hits bear a star; / = no result given; [ ] = remark or other dose. Rule for the calls: active = growth percent below 10; inactive = the rest.

Second line of a record – OVCAR-4, OVCAR-5, NCI/ADR-RES, OVCAR-3, NCI-H23, SN12C, NCI-H226, IGROV1, SK-OV-3
CCOC(=O)C1CCN(c2ccc(N3C[C@H](CNC(=O)c4ccc(C(=N)N)cc4)OC3=O)cc2)CC1
    98.0, 96.3, 106.5, 108.3, 102.3, 94.2, 98.3, 104.2, 109.4
CC(C)OC1C=CCCC1 (stereo not given)
    116.7, 108.1, 110.0, 104.0, 113.5, 107.1, 106.1, 112.4, 119.7
Cc1cc(O)ccc1N=Nc1ccccc1
    93.1, 106.0, 97.5, 98.0, 93.3, 101.2, 103.1, 94.6, 105.6
CCOCC(O)CN1CCN(c2ccccc2)CC1 (stereo not given)
    105.2, 102.6, 101.6, 108.7, 103.0, 102.3, 107.3, 114.4, 112.7
CCOC(=O)C1=C(c2ccccc2)N=C2SC=C(c3ccc(Cl)cc3)N2C1c1ccc(Cl)cc1 (stereo not given)
    48.7, 96.9, 92.3, 65.8, 64.2, 85.5, 79.5, 72.3, 86.5
COc1cc(C(=O)c2cc(C(C)=O)c3cccc(C)n23)cc(OC)c1OC
    74.1, 65.8, 22.1, /, 59.7, 45.3, 51.6, 43.9, 46.6
CCOC(=O)[C@@H]1C[C@H]1c1ccccc1
    100.8, 107.6, 108.3, 114.7, 110.7, 102.3, 108.2, 105.8, 112.0
O=C1NC(=O)C(=Cc2cc(-c3ccc(Cl)cc3)n(-c3ccccc3)n2)C(=O)N1
    102.8, 91.5, 107.1, 111.0, 99.3, 92.5, 82.5, 93.1, 104.6
c1cnc2scc(Nc3ncnc4c3sc3ncccc34)c2c1
    103.2, 97.5, 97.5, 99.1, 100.6, 96.7, 92.6, 95.2, 101.5
Cc1nn(-c2ccc(F)cc2)c(C)c1N=Nc1ccccc1
    89.6, 87.0, 96.0, 96.2, 99.0, 100.3, 101.7, 88.7, 95.9
Cc1ccc(-c2cc(C(=O)NCc3ccccc3)nn2-c2ccc(S(C)(=O)=O)cc2)cc1
    88.2, 110.0, 99.2, 107.8, 101.4, 93.2, 114.0, 98.5, 105.4
O=C(CCCCCCNC(=O)C(O)(O)C(F)(F)F)Nc1ccc(Br)cc1
    28.5, 5.9*, 16.9, -12.8*, 10.9, 20.1, 37.2, 15.7, -13.4*
CCCCc1nc(Cl)c(C2CC(c3ccccc3)=NN2C=O)[nH]1 (stereo not given)
    103.9, 103.4, 95.8, 102.5, 97.8, 93.7, 89.3, 98.7, 96.4
CC(=O)OC/C1=C\CC2CCC(C)(O)C(CC(O)/C(C)=C/CC1)C2(C)C (stereo not given)
    104.6, 104.1, 105.5, 105.9, 108.2, 115.1, 106.8, 123.0, 113.5
Oc1ccc2ccccc2c1N=Nc1ccccn1
    -6.5*, 46.8, 0.5*, 20.7, 42.6, 35.4, 19.1, 25.0, 33.6
O=C1N(O)C2(CCCCC2)/C(=N/O)C12CCCCC2
    109.4, 106.8, 110.4, 107.8, 100.6, 103.0, 105.7, 101.0, 97.6
O=C(C[N+](=O)[O-])c1ccccc1
    107.7, 95.9, 101.3, 106.4, 93.4, 100.8, 100.6, 102.5, 96.2
COC(=O)CC1(C(=O)OC)Nc2cc(Cl)c(Cl)cc2S(=O)(=O)N1O (stereo not given)
    111.2, 118.4, 111.5, 94.9, 114.0, 111.5, 107.3, 114.5, 112.7
NC(CSC1(c2cccc3ccccc23)c2ccccc2-c2ccccc21)C(=O)O (stereo not given)
    85.7, 103.5, 102.4, 104.1, 101.2, 80.5, 88.0, 108.5, 108.3
S=C(Cc1ccc(-c2ccccc2)cc1)N1CCOCC1
    101.3, /, 102.7, 104.0, 103.6, 99.8, 91.7, 113.1, 101.9
O=C(Nc1ncc(Cc2ccccc2Cl)s1)c1ccc(OCc2ccccc2)cc1
    65.4, 85.7, 85.4, 102.9, 95.0, 94.1, 74.4, 90.4, 109.7
O=C(Nc1ccc(NS(=O)(=O)c2ccc(F)cc2)cc1)C12CC3CC(CC(C3)C1)C2
    99.0, 97.1, 85.5, 98.6, 94.9, 92.6, 92.0, 102.5, 92.5
COc1cccc2cc(-c3cc4ccccc4[nH]3)/c(=N/C(=S)Nc3ccc(Cl)cc3)oc12
    43.9, 87.9, 75.1, 88.1, 72.7, 81.4, 79.3, 64.0, 71.6
COc1ccc2[nH]c(=O)c(CN3CCN(c4nccc(-c5ccc(Cl)cc5)n4)CC3)cc2c1
    71.4, 98.5, 82.4, 100.5, 91.2, 88.8, 94.4, 105.8, 94.9
Cc1cc2c(c(C)c1Cl)C(=O)/C(=C/c1cccc(O)c1)O2
    65.9, 108.2, 88.5, 90.7, 82.3, 79.1, 82.5, 46.1, /
NS(=O)(=O)c1ccc(N=Nc2c(O)n(CC(=O)Nc3ccccc3Br)c3ccccc23)cc1
    69.4, 70.2, 43.6, 45.7, 40.0, 47.6, 14.4, 26.4, 41.5
Nc1ccc(C(=O)C(=O)c2ccc(N)cc2)cc1
    93.5, 102.3, 106.8, 106.9, 99.0, 109.2, 123.4, 103.6, 113.2
C[C@@H](c1ccc2c(c1)[nH]c1ccc(Cl)cc12)c1nc2ccccc2[nH]1
    94.0, 112.1, 91.0, 86.7, 91.2, 89.6, 95.3, 80.6, 105.5
O=C(Nc1ccc(-n2cnc3cc(-c4ccc(O)cc4)ccc32)cc1)C1CC1
    80.3, 110.5, 98.5, 107.7, 91.8, 83.9, 107.9, 103.9, 127.9
CC(=O)OCC1(C)CCC(C)CO1 (stereo not given)
    111.6, 103.2, 105.0, 116.2, 113.8, 104.6, 106.6, 115.7, 124.8

Compounds from the list above with bromine:
Second line of a record – OVCAR-4, OVCAR-5, NCI/ADR-RES, OVCAR-3, NCI-H23, SN12C, NCI-H226, IGROV1, SK-OV-3
O=C(CCCCCCNC(=O)C(O)(O)C(F)(F)F)Nc1ccc(Br)cc1
    28.5, 5.9*, 16.9, -12.8*, 10.9, 20.1, 37.2, 15.7, -13.4*
NS(=O)(=O)c1ccc(N=Nc2c(O)n(CC(=O)Nc3ccccc3Br)c3ccccc23)cc1
    69.4, 70.2, 43.6, 45.7, 40.0, 47.6, 14.4, 26.4, 41.5

(list continues)
Second line of a record – OVCAR-4, OVCAR-5, NCI/ADR-RES, OVCAR-3, NCI-H23, SN12C, NCI-H226, IGROV1, SK-OV-3
c1ccc(-c2oc3ncnc(NCCCNc4ncnc5oc(-c6ccccc6)c(-c6ccccc6)c45)c3c2-c2ccccc2)cc1
    94.3, 95.1, 103.0, 103.1, 101.6, 102.3, 84.6, 98.8, 87.8
O=C(Nc1nc(-c2ccc(F)cc2)cc(-c2ccc(Cl)cc2)n1)c1cccnc1
    93.7, 94.2, 94.7, 112.3, 98.8, 102.4, 106.4, 99.6, 104.7
CCN(CC)CCOC(=O)c1ccc(C)c(C)c1
    106.9, 100.0, 104.0, 106.2, 98.4, /, 103.1, 104.5, 100.0
Cc1ccccc1-n1nnc(C(=O)Nc2nc(-c3ccccc3)c(-c3ccccc3)s2)c1C
    58.1[50 µM], 96.5[50 µM], 84.3[50 µM], 79.8[50 µM], 76.3[50 µM], 79.2[50 µM], /, 89.9[50 µM], /
COc1ccccc1C(=O)NN1C(=O)/C(=C/C2=Cc3ccccc3OC2)SC1=S
    102.4, 109.0, 107.0, 106.5, 105.7, 103.7, 98.9, 107.1, 94.5
O=C(c1cccc(C(=O)c2ccc3c4c(cccc24)C(=O)N(c2ccccc2)C3=O)c1)c1ccc2c3c(cccc13)C(=O)N(c1ccccc1)C2=O
    77.4, 111.1, 96.9, 98.8, 82.6, 92.4, 78.6, 104.5, 102.4
COC(=O)C(OCc1ccccc1Br)C(=O)Nc1ccc([N+](=O)[O-])cc1 (stereo not given)
    107.9, 96.0, 110.5, 108.9, 99.6, 97.7, 108.2, 108.9, 128.9
C=C(C)[C@@H]1CC[C@]2(C(=O)OC)CC[C@]3(C)[C@H](CC[C@@H]4[C@@](C)(CCc5nn[nH]n5)[C@H](C(=C)C)CC[C@]43C)[C@@H]12
    /, 5.9*[100 µM], -7.5*[100 µM], -60.4*[100 µM], -13.8*[100 µM], -45.6*[100 µM], -19.9*[100 µM], -8.3*[100 µM], -2.5*[100 µM]
O=C(NCc1ccccn1)C(O)C(Cc1ccccc1)N(Cc1ccccc1)Cc1ccccc1 (stereo not given)
    73.2, 86.2, 75.9, 72.8, 81.2, 82.1, 88.4, 74.1, 92.3
CCCCCCCCCCNC(=O)C(C)O (stereo not given)
    100.5, 102.0, 101.5, 95.7, 106.3, 95.6, 82.2, 110.9, 103.8
Clc1ccccc1-c1cnn2cc(-c3ccccc3)cnc12
    76.1, 79.6, 83.7, 90.0, 90.3, 79.5, 83.2, 78.6, 83.9
O=CC(=O)C(C(=O)O)[N+](=O)[O-] (stereo not given)
    104.8, 104.1, 103.9, 98.1, 98.1, 104.3, 107.0, 101.5, 105.7
C/C(=N\Nc1ccc(S(N)(=O)=O)cc1)c1cc2ccccc2oc1=O
    /, 96.6, 101.2, 95.3, 96.2, 96.3, /, 80.7, /
O=C1c2ccccc2C(=O)N1c1ccccc1Cl
    105.2, 104.5, 102.6, 110.7, 108.9, 105.0, 112.8, 100.2, 104.8
O=C(Nc1ccccc1C(=O)N/N=C(\c1ccccc1)c1ccccn1)c1ccccc1
    12.7, 31.9, 9.5*, 28.0, 24.9, 25.4, 18.1, 20.9, 10.7
Clc1ccc(C2=NN=C3C(Cc4ccccc4)=Nc4ccccc4N3C2)cc1
    /, 90.0, 74.4, 65.8, 90.0, 83.2, 92.8, 83.8, 112.4
O=C1OCC/C1=C\OCCCO/C=C1\CCOC1=O
    99.5, 106.7, 104.4, 109.6, 102.4, 99.3, 102.5, /, 114.3
COc1ccc(-c2conc2-c2ccccc2)cc1
    47.8, 27.7, 6.0*, -28.5*, 29.1, 33.2, 70.5, 26.2, 38.2
CCCNCCC(=O)Nc1ccc(Cl)cc1C
    116.4, 112.5, 102.1, 105.3, 100.5, 111.9, 95.8, 102.5, 102.9
CCOC(=O)C(C)NCc1ccccc1 (stereo not given)
    94.8, 96.9, 100.5, 108.7, 98.1, 108.0, 102.2, 105.2, 103.9
COc1ccc(-c2nc(NC(=O)CS(=O)(=O)c3ccc(F)cc3)sc2C)cc1
    69.8, 95.4, 50.6, 56.0, 37.0, 55.5, 93.9, 54.5, 73.6
S=c1sc2ccccc2n1CN(c1ccccc1)c1ccc2ccccc2c1
    96.1, 134.3, 110.4, 96.6, 103.0, 105.2, 102.6, 93.3, 86.1
COc1ccc(C(=O)CSc2nc(Nc3ccc(S(N)(=O)=O)cc3)c(C#N)c(C(C)C)n2)cc1
    109.1, 105.3, 101.0, /, 99.7, 103.5, 92.6, 102.7, 97.6
O=C(O)CCCCCNC(=O)c1ccccc1
    113.5, 98.8, 105.4, 107.5, 102.9, 105.4, 98.5, 102.8, 99.9
C/C(=N/O)[C@H]1CC[C@H]2[C@@H]3CCC4=C/C(=N\O)CC[C@]4(C)[C@H]3[C@H](O)C[C@]12C
    /, 103.4, 76.0, 110.9, 103.1, 114.9, 95.5, 104.8, 114.1
CCO[Si](CC)(OCC)OCC
    110.2, 102.3, 108.7, 106.9, 102.0, 99.0, 98.6, 111.2, 105.1
COc1cc(-c2ccc(N=Nc3c(O)c(C(=O)Nc4ccccc4OC)cc4ccccc34)c(OC)c2)ccc1N=Nc1c(O)c(C(=O)Nc2ccccc2OC)cc2ccccc12
    98.9, 99.6, 96.4, 99.3, 93.5, 98.6, 94.1, 88.3, 103.4
COc1cc(-c2nnc(-c3ccncc3)o2)cc(OC)c1OC
    108.3, 97.4, 100.9, 104.8, 99.4, 101.3, 103.4, 104.4, 101.0

Arranged by molar mass (descending): four of the compounds above
Second line of a record – OVCAR-4, OVCAR-5, NCI/ADR-RES, OVCAR-3, NCI-H23, SN12C, NCI-H226, IGROV1, SK-OV-3
CCCCCCCCCCNC(=O)C(C)O (stereo not given)
    100.5, 102.0, 101.5, 95.7, 106.3, 95.6, 82.2, 110.9, 103.8
CCOC(=O)C(C)NCc1ccccc1 (stereo not given)
    94.8, 96.9, 100.5, 108.7, 98.1, 108.0, 102.2, 105.2, 103.9
CCO[Si](CC)(OCC)OCC
    110.2, 102.3, 108.7, 106.9, 102.0, 99.0, 98.6, 111.2, 105.1
O=CC(=O)C(C(=O)O)[N+](=O)[O-] (stereo not given)
    104.8, 104.1, 103.9, 98.1, 98.1, 104.3, 107.0, 101.5, 105.7

Random draw from the library, and some 9.4% of all compounds hit somewhere here.
